MrgX1 ag: agonists of human MrgX1 receptor. B-score at 10 µM. 0.44% of 310,000 active. MrgX1-HEK293 cells, Fluo-4 calcium fluorescence, agonist mode; stronger effect = higher value. Q96LB2;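 active = calcium response B-score plate-corrected fluorescence ratio at least 3 library SD, with starting fluorescence B-score inside 5 SD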
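System: HEK293 cells stably expressing human MrgX1 receptor; Dosing: test compound in the initial addition of three; Schedule: overnight plating, then 30 min 37 °C plus 30 min room-temperature dye loading; Detection: kinetic calcium dye fluorescence, Fluo-4 NW; Controls: per-plate positive and negative controls for Z′ factor.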
HIF activator: HIF pathway transcriptional activation | U2OS HRE-luciferase reporter, luminescence; normalized: DMSO 0%, desferrioxamine 100% | activation, % at 7.5 µM (by protocol) | 0.32% of 300,000 active | AID 1910;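 active = mean activation of at least 10% of the iron chelator positive control signal, with at least half of replicates also reaching 10%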
TRPC4 act: opens the mouse TRPC4 cation channel; Q9QUQ5; HEK293 TRPC4beta/mu-opioid, Fluo4 calcium fluorescence; stronger effect = higher value; B-score at 10 µM; 0.49% of 310,000 active;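 active = B-score above 5 SD of library B-scores, and initial fluorescence ratio not above library mean plus 5 SD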;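 note: positive B-score marks a calcium rise read as TRPC4 activation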
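Incubation: 45 min room-temperature Fluo4 loading, 110 s read / System: HEK293 cells stably co-expressing mouse TRPC4beta and mu-opioid receptor / Signal: Fluo4 fluorescence, kinetic / Control set: buffer (low) and maximal DAMGO (high) / Measure: integrated baseline-normalised fluorescence ratio, converted to per-well B score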
TRPC6 inhibitor: inhibitors of mouse TRPC6 channel. AID 2553. Q61143. HEK293-TRPC6, membrane potential dye, ACh-evoked depolarization; stronger effect = lower value. B-score at 10 µM. 1.1% of 310,000 active;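 active = B-score under library mean minus 3 SD, initial fluorescence not abnormally high, positive integrated signal ratio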;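 note: B-score derived from integrated fluorescence ratio over the kinetic read; more negative B-score means stronger inhibition of depolarization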
Target sequence (Q61143 whole entry, looked up): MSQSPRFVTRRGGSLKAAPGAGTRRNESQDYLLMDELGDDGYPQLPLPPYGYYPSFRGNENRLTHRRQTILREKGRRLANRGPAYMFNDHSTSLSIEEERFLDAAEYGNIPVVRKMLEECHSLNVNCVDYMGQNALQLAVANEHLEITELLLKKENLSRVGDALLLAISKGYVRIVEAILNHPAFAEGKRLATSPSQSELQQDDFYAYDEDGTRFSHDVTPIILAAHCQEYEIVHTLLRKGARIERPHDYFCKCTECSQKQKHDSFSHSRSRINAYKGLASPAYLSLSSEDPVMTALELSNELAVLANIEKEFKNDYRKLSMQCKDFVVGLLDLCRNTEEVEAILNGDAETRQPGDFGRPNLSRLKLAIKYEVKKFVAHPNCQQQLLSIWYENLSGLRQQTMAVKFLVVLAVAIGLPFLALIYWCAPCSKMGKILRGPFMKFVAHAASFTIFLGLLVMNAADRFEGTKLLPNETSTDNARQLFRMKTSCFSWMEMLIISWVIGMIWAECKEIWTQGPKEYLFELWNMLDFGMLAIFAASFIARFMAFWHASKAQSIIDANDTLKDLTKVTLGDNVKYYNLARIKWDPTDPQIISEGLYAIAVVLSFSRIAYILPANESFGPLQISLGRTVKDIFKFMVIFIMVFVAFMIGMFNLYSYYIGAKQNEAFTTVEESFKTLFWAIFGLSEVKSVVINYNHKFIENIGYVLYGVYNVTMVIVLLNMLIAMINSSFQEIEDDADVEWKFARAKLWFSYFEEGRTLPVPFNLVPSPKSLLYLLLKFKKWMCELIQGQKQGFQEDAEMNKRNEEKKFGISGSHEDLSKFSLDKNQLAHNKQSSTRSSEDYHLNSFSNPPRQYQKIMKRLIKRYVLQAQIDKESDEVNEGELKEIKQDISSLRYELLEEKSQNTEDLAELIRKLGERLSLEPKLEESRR
TRPC6 activator: activates the mouse TRPC6 cation channel; Q61143; HEK293-TRPC6 membrane potential dye fluorescence; stronger effect = higher value; B-score at 10 µM; 0.13% of 310,000 active; AID 2550;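 active = B-score of the integrated fluorescence ratio above library mean plus 3 SD, and starting fluorescence ratio within library mean plus 5 SD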;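 note: higher score means more depolarization so channel activation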
MrgX1 allo act: human MrgX1 positive allosteric modulation, primary screen. MrgX1-HEK293, Fluo-4 calcium flux, FDSS; stronger effect = higher value. B-score at 10 µM. 0.63% of 310,000 active;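 active = plate-corrected calcium response at least 3 library SD above typical, normal starting fluorescence, not activating the receptor alone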;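 note: compound read alongside a low EC10 to EC30 dose of BAM8-22 agonist; peak minus trough fluorescence over baseline measured at the second addition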
MrgX1 antagonist: human MrgX1 receptor antagonism, primary screen; Q96LB2; MRGX1-HEK293 calcium flux, Fluo-4, BAM8-22 antagonism; stronger effect = lower value; B-score at 10 µM; 1.3% of 310,000 active; AID 588676;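 active = calcium-response B-score plate-corrected more than 3 library SD below zero, starting fluorescence within 5 deviations, no agonist response on first addition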;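 note: peak minus trough fluorescence over baseline after final BAM8-22 challenge near maximal dose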
AI-2 QS mod: Vibrio harveyi AI-2 quorum sensing modulation | 0.4% of 300,000 active | Vibrio harveyi JMH597 AI-2 luminescence/OD600 ratio, 9 h; stronger effect = lower value; strain lacks LuxN and CqsS sensors; 0 = neutral-control median | activity change, % at 7.5 µM; in the data active = activity change below about -75%, passing the limit was not always enough;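 note: luminescence divided by OD600 gain over 9 h not by final OD600 alone; inactives centre near 13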
TRPC4 PAM: TRPC4 (mouse) allosteric potentiation; Q9QUQ5; HEK293 TRPC4beta/mu-opioid, DAMGO EC20, Fluo-4 Ca2+ flux; stronger effect = higher value; B-score at 10 µM; 0.42% of 310,000 active; AID 2227;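 active = B-score of calcium response area above 5 SD of library B-scores, with initial fluorescence ratio within 5 SD of library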;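 note: B-score of integrated fluorescence ratio over time as area under calcium response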
PolyA inh: blocks polyadenylation in yeast reporter cells; S. cerevisiae SKY197-pL101 polyadenylation reporter, beta-gal luminescence; efflux-impaired pdr1/pdr3 knockout yeast; score 100 = 6 SD above DMSO; calls only at 12 µM; 0.02% of 300,000 active;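 active = lowest replicate activity score at least 50, where 100 means six control SD above control mean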;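 note: yeast exposed to compound for 9 h at 30 °C; higher score means more reporter readthrough which indicates perturbed polyadenylation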
TRPC4 inh: inhibitors of mouse TRPC4 channel; AID 2247; 0.39% of 300,000 active; HEK293 TRPC4beta/mu-opioid, DAMGO-evoked Fluo4 calcium flux; stronger effect = lower value; B-score at 10 µM; Q9QUQ5;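 active = B-score over 3 SD under the library average, no early fluorescence shift, positive overall ratio signal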
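Assay system: HEK293 cells with stable TRPC4beta plus mu-opioid receptor expression; Probe or stimulus: DAMGO in two steps, submaximal then maximal; Dosing: single-point compound dosing; Measured by: Fluo4 calcium-dye fluorescence, kinetic read; Read-out basis: B score from integrated Fluo4 fluorescence ratio.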
Starred values were filed as active, the others as inactive; i = inactive; . = no result given.

SMILES	MrgX1 ag	HIF activator	TRPC4 act	TRPC6 inhibitor	TRPC6 activator	MrgX1 allo act	MrgX1 antagonist	AI-2 QS mod	TRPC4 PAM	PolyA inh	TRPC4 inh
COc1ccc(C(=O)O)cc1S(=O)(=O)Nc1ccccc1Cc1ccccc1	.	0.9	i	i	i	.	.	-6.6	i	i	i
Cc1ccc(Sc2ncccc2C(=O)NCC(c2ccc(F)cc2)N2CCOCC2)c(C)c1 (stereo unspecified)	i	-0.3	i	i	i	i	i	12.9	i	i	i
O=C(c1ccc2c(c1)OCCO2)N1CCN(c2ccc([N+](=O)[O-])cc2)CC1	i	-0.2	i	i	i	i	i	17.0	i	i	i
O=C(O)c1ccccc1NS(=O)(=O)c1ccc2c(c1)OCCO2	i	-0.5	i	i	i	i	i	24.1	i	i	i
O=C(c1ccc(=O)n(Cc2ccccc2)n1)N1CCN(C/C=C/c2ccccc2)CC1	i	-0.1	i	i	i	i	i	19.4	i	i	i
Nc1ccc(-n2c(N)c(C(=O)NCc3ccc4c(c3)OCO4)c3nc4ccccc4nc32)cc1	i	-2.9	i	i	i	i	i	24.8	i	i	i
Cn1c(=O)c(-c2ccccc2N)nc2ccccc21	i	1.3	i	i	i	i	i	1.3	i	i	i
Cc1ccc(Cl)c(OCC(=O)NCc2ccco2)c1	i	1.0	i	i	i	i	i	9.7	i	i	i
O=c1cc(Cl)c(-c2ccccc2)nn1Cc1ccc(Cl)cc1	i	0.4	i	i	i	i	i	14.9	i	i	i
O=C1C2(c3ccccc3)CN(CCO)CC1(c1ccccc1)CN(CCO)C2	i	-0.3	i	i	i	i	i	18.3	i	i	i
COc1ccc(OC)c(S(=O)(=O)N2CCC(C(=O)Nc3cccc(C(F)(F)F)c3)CC2)c1	i	.	i	i	i	i	i	22.9	i	i	i
CC(=O)N1CCN(Cc2nc3cc(NC(=O)COc4ccccc4)ccc3n2C)CC1	i	-0.1	i	i	i	i	i	15.0	i	i	i
COc1ccc(Nc2oc(-c3ccccc3F)nc2C#N)cc1	i	3.9	i	i	i	i	i	26.7	i	i	i
Nc1ccccc1SCC1CSc2nc3ccccc3c(=O)n21 (stereo unspecified)	i	0.5	i	i	i	i	i	17.8	i	i	i
Cc1cc(NC(C)c2ccccc2)n2ncc(-c3ccccc3)c2n1 (stereo unspecified)	i	5.7	i	i	i	i	i	51.9	i	i	i
CN(Cc1ccccc1)S(=O)(=O)c1ccc(OCC(=O)Nc2cccc([N+](=O)[O-])c2)cc1	i	0.2	i	i	i	i	i	4.7	i	i	i
Cc1ccccc1NC(=O)COc1ccc(Br)cc1C	i	1.0	i	i	i	i	i	10.6	i	i	i
Cc1cccc(CNC(=O)c2ccc3nc(Cc4ccccc4F)oc3c2)n1	i	0.8	i	i	i	i	i	43.8	i	i	i
NS(=O)(=O)c1ccc(NC(=S)NC2CCCCCC2)cc1	i	-0.4	i	i	i	i	i	2.4	i	i	i
COC(=O)C1=NN(c2ccc(C)cc2)C2(S1)SC(C(C)=O)=C(C)N2c1ccccc1 (stereo unspecified)	i	0.4	i	i	i	i	i	23.8	i	i	i
CNc1oc(-c2ccc(C)cc2)nc1P(=O)(c1ccccc1)c1ccccc1	i	-0.3	i	i	i	i	i	-0.7	i	i	i
CN1/C(=C/C(=O)c2cccs2)Sc2ccccc21	i	1.2	i	i	i	i	i	12.4	i	i	i
CCOC(=O)c1ccc(N2C(=O)CC(N(Cc3ccc4c(c3)OCO4)C(=O)Nc3ccccc3)C2=O)cc1 (stereo unspecified)	i	0.2	i	i	i	i	i	31.3	i	i	i
CC1(C)CC(=O)c2sc(NS(=O)(=O)c3ccc(Cl)cc3)nc2C1	i	-0.1	i	i	i	i	i	21.6	i	.	i
COc1ccc(C=NC(CO)C(O)c2ccc([N+](=O)[O-])cc2)cc1 (stereo unspecified)	i	0.2	i	i	i	i	i	21.8	i	i	i
COc1ccccc1/C=C/c1onc(C)c1S(=O)(=O)N1CCC(C(=O)NC2CCCCCC2)CC1	i	-0.3	i	i	i	i	i	3.2	i	i	i
CCN(CC)CCN1c2ccccc2Sc2ccc3ccccc3c21	i	-0.9	i	-5.95*	i	i	i	27.5	i	i	i
CCOC(=O)c1ccccc1NC(=O)CSc1nnc(Cc2cccn2C)n1-c1ccc(C)cc1	i	-0.1	i	i	i	i	i	2.6	i	i	i
O=C(Nc1nnc(C2CCCCC2)s1)c1ccc(Br)s1	i	0.8	i	i	i	i	i	0.5	i	i	i
CCSc1nnc(-c2cccnc2)n1-c1ccc(C)c(Cl)c1	i	0.1	i	i	i	i	i	.	i	i	i
Cn1c(=O)c2c(ncn2CC(=O)Nc2ccc(Cl)cc2Cl)n(C)c1=O	i	1.4	i	i	i	i	i	11.6	i	i	i
CCN(CC)CCn1c(OC)cc(=O)[nH]c1=O	i	-0.6	i	i	i	i	i	18.1	i	i	i
CCc1c(C)sc(NC(=O)c2cc(-c3ccc(OC)c(OC)c3)on2)c1C#N	i	0.8	i	i	i	i	i	13.5	i	i	i
COc1ccc(N(CC(=O)NC2CC3CCC2C3)S(=O)(=O)c2ccc(C)c([N+](=O)[O-])c2)cc1 (stereo unspecified)	i	-1.4	i	i	i	i	i	11.5	i	i	i
Cc1[nH]c2ccccc2c1C(=O)COC(=O)c1ccc([N+](=O)[O-])s1	i	-1.7	i	i	i	i	i	-128.1*	i	i	i
NC1=NC(c2cn[nH]c2-c2cccc(F)c2)n2c(nc3ccccc32)N1 (stereo unspecified)	i	-0.2	i	i	i	i	i	-2.0	i	i	i
CCN(CC)CCNC(=S)Nc1ccc(Cl)cc1	i	0.5	i	i	i	i	i	8.7	i	i	i
CCN(C(=O)COC(=O)c1ccccc1NC(=O)c1ccco1)C1CCS(=O)(=O)C1 (stereo unspecified)	i	-1.3	i	i	i	i	i	-2.2	i	i	i
O=C(CCN1C(=O)C2CC=CCC2C1=O)NC1CCCCC1 (stereo unspecified)	i	-0.1	i	i	i	i	i	15.3	i	i	i
NC(=O)c1ccc(CN2CCC(Cc3ccccc3)CC2)cc1	i	-0.3	i	i	i	i	i	13.2	i	i	i

Some of these compounds in order of molecular weight, smallest number first.
SMILES	MrgX1 ag	HIF activator	TRPC4 act	TRPC6 inhibitor	TRPC6 activator	MrgX1 allo act	MrgX1 antagonist	AI-2 QS mod	TRPC4 PAM	PolyA inh	TRPC4 inh
NC(=O)c1ccc(CN2CCC(Cc3ccccc3)CC2)cc1	i	-0.3	i	i	i	i	i	13.2	i	i	i
CC1(C)CC(=O)c2sc(NS(=O)(=O)c3ccc(Cl)cc3)nc2C1	i	-0.1	i	i	i	i	i	21.6	i	.	i
CCc1c(C)sc(NC(=O)c2cc(-c3ccc(OC)c(OC)c3)on2)c1C#N	i	0.8	i	i	i	i	i	13.5	i	i	i

More structures
SMILES	MrgX1 ag	HIF activator	TRPC4 act	TRPC6 inhibitor	TRPC6 activator	MrgX1 allo act	MrgX1 antagonist	AI-2 QS mod	TRPC4 PAM	PolyA inh	TRPC4 inh
C#CCOc1c(Cl)cc(/C=C2/C(=O)ON=C2C)cc1OC	i	1.0	i	i	i	i	i	18.2	i	i	i
CCS(=O)(=O)N1N=C(c2cccc(NS(C)(=O)=O)c2)CC1c1cccs1 (stereo unspecified)	i	0.1	i	i	i	i	i	13.9	i	i	i
Cc1ccc(N2CC(C(=O)NCc3n[nH]c(=O)c4ccccc34)CC2=O)cc1C (stereo unspecified)	i	-32.2	i	i	i	i	i	22.6	i	i	i
Cc1cc(NC(=O)CSc2nnc(-c3c[nH]c4ccccc34)n2C)no1	i	0.1	i	i	i	i	i	12.0	i	i	i
Cc1ccc(N=C2NC(=O)CC(C(=O)Nc3ccc4c(c3)OCO4)S2)cc1 (stereo unspecified)	i	1.1	i	i	i	i	i	14.5	i	i	i
Cc1ccccc1NC(=O)CN(c1ccc(F)cc1)S(C)(=O)=O	i	-0.2	i	i	i	i	i	35.2	i	i	i
CC(NC(=O)c1ccc(S(=O)(=O)N(C)C)cc1)c1ccc(-n2ccnc2)cc1 (stereo unspecified)	i	0.1	i	i	i	i	i	1.0	i	i	i
O=C(/C=C/c1ccc2c(c1)OCO2)Nc1cc(S(=O)(=O)N2CCOCC2)ccc1N1CCOCC1	i	0.0	i	i	i	i	i	15.3	i	i	i
N#CC1=C(SCc2ccccc2)NC(=O)CC1c1ccco1 (stereo unspecified)	40.6*	-0.1	i	i	i	i	i	-0.5	i	i	i
CCC(C)(C)NC(=O)C(c1ccc(OC)cc1)N(C(=O)CCC(=O)Nc1cc(C)on1)c1ccccc1OC (stereo unspecified)	i	-0.3	i	i	i	i	i	18.0	i	i	i
Cc1oc(-c2ccccc2)cc1C(=O)NC(Cc1c[nH]c2ccccc12)C(=O)O (stereo unspecified)	i	0.5	i	i	i	i	i	18.3	i	i	i
CC1(C)CC(=O)C2=C(C1)NC(=S)C(C#N)C21CCCCC1 (stereo unspecified)	i	-0.1	i	i	i	i	i	7.9	i	i	i
COc1ccc(-c2nc3ccccc3n2Cc2ccc(C)cc2)cc1	i	1.4	i	i	i	i	i	21.8	i	i	i
O=C(NCCO)c1nc2ccccc2s1	i	1.3	i	i	i	i	i	9.4	i	i	i
COc1ccc(-c2ccc(CCC(=O)O)n2CC(=O)Nc2ccccc2C)cc1	i	-6.1	i	i	i	i	i	25.9	i	i	i
CCOC(=O)c1ccc([N+](=O)[O-])cc1NC(C)=O	i	-0.1	i	i	i	i	i	10.1	i	i	i
CCOc1ccc(N(C)C(=O)CCc2nnc3ccc(N4CCCCC4)nn23)cc1	i	-0.1	i	i	i	i	i	31.2	i	i	i
Cc1ccc2sc(N(CCCN(C)C)C(=O)c3ccc(S(=O)(=O)N(C)C)cc3)nc2c1C	i	0.1	i	i	i	i	i	6.6	i	i	i
Cc1cccc(NC(=O)c2cc([N+](=O)[O-])ccc2Cl)c1O	i	0.9	i	i	i	i	i	21.5	i	i	i
CC1N/C(=C\C(=O)c2ccccc2)N(O)C1(C)C (stereo unspecified)	i	0.7	i	i	i	i	i	26.8	i	i	i
O=C(N=Nc1c(O)[nH]c2ccc([N+](=O)[O-])cc12)c1ccccc1[N+](=O)[O-]	i	-0.1	i	i	i	i	i	-6.2	i	i	i
CCOC(=O)c1ccc(N2CCN(c3ccc(F)cc3)CC2)c(NC(=O)Nc2cccc(OC)c2)c1	i	1.3	i	i	i	i	i	20.0	i	i	i

Some of the compounds tested; rates above refer to the full screens.
